mHTT CaM bind = inhibitors of human mutant huntingtin-calmodulin interaction. inhibition, % at 15 µM. P42858. AID 1671202. 190,000 tested, 3.6% active. AlphaScreen His-mHTT/GST-CaM binding, luminescence;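 also: 0% = both proteins with DMSO and 100% = one protein alone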
Pf apPOL inh = Pf-apPOL DNA polymerase inhibition; Recombinant Pf-apPOL, molecular beacon fluorescence, 1.5 h; inhibition, % at 10 µM; 210,000 tested, 0.25% active
* = called active by the depositor; nt = no result given; & = joins results of further samples. Rule as the data show it: active = inhibition above about 50%; inactive = the rest.

Values in the order: mHTT CaM bind, Pf apPOL inh
1. COc1cc(OC)c2c(-c3ccccc3)cc(=O)oc2c1C(CCN1CCOCC1)c1ccc2c(c1)OCO2 (stereo not drawn)
    84*, -5
2. COc1ccc(OCC(=O)N2CCC(c3nc(-c4ccc(NC(C)=O)cc4)no3)CC2)cc1
    0, -4
3. CN(C)CC(O)COC1CC2CCC1(C)C2(C)C (stereo not drawn)
    0, -9
4. Cn1cc(CCCC(=O)NCCC2=CCCCC2)c2ccccc21
    30, -12
5. CCCOc1ccc(/C=C2/N=C(C)OC2=O)cc1OC
    12, -3
6. C=CCOc1ccccc1CN1CCN(c2ccccn2)CC1
    -4, -6
7. Cc1occc1-c1nc(-c2cccs2)no1
    -8, nt
8. O=[N+]([O-])c1ccccc1NCCOc1ccccc1
    33, -13
9. O=C1CSC(c2cccnc2)N1c1cccc(Cl)c1 (stereo not drawn)
    1, 1
10. O=C(CSc1nnc(-c2cccs2)o1)N1CCc2ccccc21
    -20, 0
11. CC1=C(C(=O)Nc2ccc(Cl)cc2)C(c2cccs2)n2nnnc2N1 (stereo not drawn)
    12, -1
12. CN(C(=O)c1cc2cccc([N+](=O)[O-])c2[nH]1)c1ccccc1Cl
    nt, 21
13. Cn1cc(C(=O)Nc2cccc(NS(C)(=O)=O)c2)nn1
    -13, 2
14. CC(C)(C)c1cc(NC(=O)CC#N)c(C(N)=O)s1
    nt, 0&8
15. CS(=O)(=O)Nc1ccccc1C(=O)NCc1ccccc1
    -4, 0
16. CC1=NN(c2ccccc2)C(=O)/C1=C/c1ccc(N(C)C)cc1
    42, -7
17. Cc1sc2c(=O)n(C3CC3)cnc2c1C(=O)N1CCCCC1
    -11, -3
18. CCc1noc(C2(NC(=O)c3ccc(Br)cc3)CCCCC2)n1
    -5, -5
19. O=C(Nc1ccc(Cl)cc1)Nc1ccc(Cl)cc1Cl
    -10, -9
20. COc1ccc(C2=CC(c3cc(Br)ccc3OC(F)F)n3ncnc3N2)cc1 (stereo not drawn)
    3, -5
21. CCOc1cc(/C=C2/SC(=O)NC2=O)ccc1Oc1ccc([N+](=O)[O-])cc1[N+](=O)[O-]
    42, -7
22. CC(C)N=C(NC#N)NC(C)C
    nt, -3
23. O=C(NCC1COc2ccccc2O1)c1n[nH]c(=O)c2ccccc12 (stereo not drawn)
    -2, 1
24. CCOc1cccc(N2C(=O)CC(NCc3ccc4c(c3)OCO4)C2=O)c1 (stereo not drawn)
    5, -3
25. O=C(Nc1nnc(Cc2ccc(Cl)s2)o1)c1cccc(N2C(=O)CCC2=O)c1
    25, -12
26. COc1ccc(CN2CCN(c3ccccn3)CC2)cc1C
    3, 0
27. COc1cc(C2Nc3ccccc3NC3=C2C(=O)CC(c2ccc(OC)c(OC)c2)C3)ccc1O (stereo not drawn)
    3, -1
28. O=C(C1CCN(CC2CCCCC2)CC1)N1CCCC1
    -4, -5
29. O=C(OC1C2CC3CC(C2)CC1C3)c1ccc(NCc2cc(O)ccc2O)cc1 (stereo not drawn)
    nt, 23
30. Clc1ccc(OCc2nc3ccccc3n2Cc2ccccc2Cl)c(Cl)c1
    nt, 4
31. CCCCN(C(=O)c1nc(C)n(C2CCN(C)CC2)c1C)c1ccccc1
    36, 3
32. O=C(Oc1ccccc1)Oc1cccc2ccccc12
    -57, -7
33. CCOc1cccc2c1NC(c1ccc(C(=O)O)cc1)C1CC=CC21 (stereo not drawn)
    63*, -6
34. COc1cccc(C2C=C(c3ccc(Cl)cc3)Nc3ncnn32)c1 (stereo not drawn)
    6, -5
35. CSc1ncnc2nc[nH]c12
    nt, -11
36. O=C1c2ccccc2C(=O)N1c1ccc(S(=O)(=O)Nc2cccc(Br)c2)cc1
    5, -4
37. Cc1cc(C)nc(NC(=O)C(C)N2C(=O)c3ccccc3C2=O)n1 (stereo not drawn)
    -5, 2
38. COc1ccc(CNC(=O)Nc2cc(N3CCCS3(=O)=O)ccc2C)cc1OC
    -3, 0
39. Cn1cnc(S(=O)(=O)NCc2ccc3c(c2)OCO3)c1
    nt, -8
40. CS(=O)(=O)N(CC(=O)NC1CCCC1)c1ccc(I)cc1
    2, -5
41. O=C(CN1CCCCC1c1nc(-c2cccc(F)c2)no1)NCc1cccs1 (stereo not drawn)
    -10, 4
42. Cc1ccc(-n2c(SCc3ccc(F)cc3)nc3c(c2=O)SCC3)cc1
    -4, -3
43. Cc1cc(Cl)ccc1NC(=O)N1CCc2c(nc[nH]c2=O)C1
    -11, 3
44. CN(C)c1ccc(C2OCC3(CO2)SC(=O)NC3=O)cc1 (stereo not drawn)
    9, 3
45. CC(C)C[C@H]1COc2cc(N(C)CCO)ccc2S(=O)(=O)N1
    -17, -4
46. Cc1c(C(=O)Nc2cccc(C(F)(F)F)c2)oc2ccc(S(=O)(=O)N3CCOCC3)cc12
    10, 5
47. O=C(CSc1ccccn1)Nc1ccc(Cl)cc1Cl
    -43, -2
48. O=c1[nH]c2ccc(S(=O)(=O)Nc3cccc(C(F)(F)F)c3)cc2[nH]c1=O
    -2, -7
49. CNC(=O)c1c2c(nc3ccccc13)CCC2
    2, 1
50. Cc1c(C(=O)C(=O)NCCC2=CCCCC2)c2ccccc2n1C
    -4, 5

(further entries)
Values in the order: mHTT CaM bind, Pf apPOL inh
51. COc1ccc(N2C(=O)CSC2c2cccc(C(F)(F)F)c2)cc1 (stereo not drawn)
    14, -11
52. COc1cc(/C=C(\C#N)c2nc3ccccc3[nH]2)cc2c1OCO2
    69*, -4
53. COC(=O)CCc1cc2c(C)cc(=O)oc2cc1O
    1, -6
54. COc1cc(Cl)ccc1NN=C(C#N)C(N)=O
    nt, 3
55. O=C(Nc1ccc2oc(-c3ccccc3)nc2c1)c1ccccc1[N+](=O)[O-]
    24, 0
56. CC(=O)Nc1ccc(N2C(=O)CC(NCCc3cccc(F)c3)C2=O)cc1 (stereo not drawn)
    1, -3
57. CCCCNC(=O)c1ccc2c(c1)NC(=O)C(N1CCCCC1)S2 (stereo not drawn)
    3, -8
58. CC12CCC(C1)C(C)(C)C2OCC(O)CN1CCN(c2cccc(Cl)c2)CC1 (stereo not drawn)
    5, -2
59. COc1ccc(C2CC(=O)C3=C(C2)NC(C)=C(C#N)C3c2ccc(N(C)C)cc2)cc1 (stereo not drawn)
    32, 4
60. COCC(C)NC(=O)c1c(C)noc1-c1cccc(C(F)(F)F)c1 (stereo not drawn)
    -4, -2
61. COc1ccc(NC(=O)c2noc3c2CCCCC3)c(OC)c1
    -16, -2
62. COc1cccc(OC)c1C(=O)N1CC(C)C(c2nc(-c3ccccc3)no2)C1 (stereo not drawn)
    7, -10
63. Cc1nn(-c2nc3ccccc3s2)c2c1C(c1ccccc1OC(C)C)CC(=O)N2 (stereo not drawn)
    0, -5
64. Cc1cc(C)nc(Nc2nc(C)c3ccccc3n2)n1
    4, 0
65. Fc1ccccc1OCCSc1ncnc2nc[nH]c12
    -1&-7, 47&1
66. CCC1CCC(N2CCCC(CO)C2)CC1 (stereo not drawn)
    0, -2
67. CN1c2ccccc2C(=O)NC12CCN(C(=O)NCc1ccccc1)CC2
    -8, -4
68. Cc1c(Cl)cc(-n2cnnn2)cc1[N+](=O)[O-]
    3, -3
69. Cc1cc(C)cc(N2CCN(C(=O)c3cccc(F)c3)C(C)C2=O)c1 (stereo not drawn)
    -5, -1
70. CCCCCCNC(=O)C1CC(=O)N(c2ccc(C)c(Cl)c2)C1 (stereo not drawn)
    -5, -2
71. CCc1nc(N2CCCCC2)c2c(C)nn(-c3ccccc3Cl)c2n1
    -22, -3
72. CC(C(=O)Nc1ccc(Cl)cc1)N(c1ccccc1)S(C)(=O)=O (stereo not drawn)
    1, 11
73. CN(C)CCn1c2c(c(SCC(=O)Nc3ccccc3C(F)(F)F)nc1=O)CCC2
    0, 2
74. Cc1ccc(NC(=O)COc2cc(C)nc(N3CCCC(C)C3)n2)c(C)c1 (stereo not drawn)
    4, -3
75. O=C(c1ccco1)N1CCN(C(=O)c2nnn3c2COC(c2ccccc2)C3)CC1 (stereo not drawn)
    1, -2
76. CS(=O)(=O)N(CC(=O)NCc1ccncc1)c1ccc(I)cc1
    -3, -3
77. CC1(C)NC(=O)N(CC(O)COC2CCCCC2)C1=O (stereo not drawn)
    -3, -3
78. C=CCOC1CCCCO1 (stereo not drawn)
    -7, nt
79. COc1cc(/C=C2/NC(=O)N(Cc3ccc(Br)cc3)C2=O)cc(OC)c1O
    55*, -5
80. O=C(CCC1CCCC1)Nc1ccc(F)cc1
    -15, -4

Full records, quoted from the list.
C=CCOC1CCCCO1 (stereo not drawn) is entered as mHTT CaM bind: -7; Pf apPOL inh: nt
CCc1nc(N2CCCCC2)c2c(C)nn(-c3ccccc3Cl)c2n1 is entered as mHTT CaM bind: -22; Pf apPOL inh: -3

The list continues.
Values in the order: mHTT CaM bind, Pf apPOL inh
81. O=C(O)CSC1CCCC1
    2, 0
82. CCOc1ccc(NC(=O)CCC(=O)Nc2ccc(OCC)cc2)cc1
    -2, -5
83. O=C(NCc1ccccc1)NC(=O)c1ccccc1I
    0, -14
84. Cc1ccc(C(=O)Sc2nnnn2-c2ccccc2)cc1
    1, 3
85. O=C(NCc1cccs1)c1cc2n(n1)CCCC2
    -2, 3
86. CCCc1nn(-c2ccccc2)c(C)c1C(=O)NC1CC1
    0, -1
87. Cc1ccc(CNC(=O)C2CCN(c3cnn(Cc4ccccc4)c(=O)c3)CC2)cc1
    4, -9
88. CC1=CC(C)C2(COC(CCc3ccccc3)OC2)C(C)C1 (stereo not drawn)
    -106, -5
89. COc1ccc(C(=O)N2CCC3(CC2)CC(=O)c2ccccc2O3)cc1OC
    6, -5
90. Cc1ccc(N=c2oc3ccccc3cc2C(=O)Nc2nccs2)cc1C
    -3, -1
91. CC(=O)N1CCc2ccc(NC(=O)Cc3ccc(-c4ccccc4)cc3)cc2C1
    3, -9
92. Cc1ccc(-c2ccc(CN3C(C(C)C)C(=O)N(Cc4cn(CCC5OCCO5)nn4)CCS3(=O)=O)cc2)cc1 (stereo not drawn)
    15, -10
93. Cc1ccc(C)c(N=C(NN)c2nc3ccccc3s2)c1
    13, 4
94. CCCC(=O)Nc1ccc(-c2nc3ncccc3o2)cc1
    -2&-6, -4&-2
95. COc1ccc(Cl)cc1NC(=O)NCCn1nc(-c2cccs2)ccc1=O
    -4, -6
96. O=C1C2N=NN(c3cccc(F)c3)C2C(=O)N1c1ccc(F)cc1 (stereo not drawn)
    -11, 2
97. Cc1ccc2c(c1)/C(=C/c1nc3ccccc3c(=O)n1-c1ccccc1[N+](=O)[O-])C(=O)N2
    86*, 2
98. COc1ccc(Br)cc1C1Nc2ccc3ncccc3c2C2=C1C(=O)CCC2 (stereo not drawn)
    17, -3
99. Cc1cc(Oc2ccccc2)nc(Oc2ccc(=O)[nH]n2)n1
    -3, -5
100. COc1ccc(Cl)cc1NC(=O)CSc1nnc(CCc2nc3ccccc3[nH]2)o1
    44, 2

Part of the list above, with each value named:
96. O=C1C2N=NN(c3cccc(F)c3)C2C(=O)N1c1ccc(F)cc1 (stereo not drawn)
  mHTT CaM bind: -11
  Pf apPOL inh: 2
97. Cc1ccc2c(c1)/C(=C/c1nc3ccccc3c(=O)n1-c1ccccc1[N+](=O)[O-])C(=O)N2
  mHTT CaM bind: 86*
  Pf apPOL inh: 2
98. COc1ccc(Br)cc1C1Nc2ccc3ncccc3c2C2=C1C(=O)CCC2 (stereo not drawn)
  mHTT CaM bind: 17
  Pf apPOL inh: -3
99. Cc1cc(Oc2ccccc2)nc(Oc2ccc(=O)[nH]n2)n1
  mHTT CaM bind: -3
  Pf apPOL inh: -5

Next section:
Values in the order: mHTT CaM bind, Pf apPOL inh
101. CCN(c1ccc(F)cc1)S(=O)(=O)c1cc(Br)cc2c1N(C(C)=O)C(C)C2 (stereo not drawn)
    15, -6
102. O=C(CN1CC(c2nc(C3CC3)no2)C1)NCc1ccco1
    -8, -22
103. CSc1nc(C)nc(Nc2ccc(Cl)cc2Cl)c1C#N
    nt, 5
104. Cc1ccsc1S(=O)(=O)c1ccccc1
    -15, -5
105. CC1CCN(Cc2cc(Br)c(O)c3ncccc23)CC1
    100*, -7
106. COc1ccc(Cl)cc1NC(=O)c1c(NCc2cccnc2)sc2c1CCC(C)C2 (stereo not drawn)
    78*, -19
107. CCOC(=O)C1=C(C)NC(=S)NC1c1c(F)cccc1Cl (stereo not drawn)
    nt, 3
108. CN(C)S(=O)(=O)Nc1ccc(Br)cc1
    -1, nt
109. CN(C)S(=O)(=O)c1ccc(C(=O)Nn2cnc3c(cnn3-c3ccccc3)c2=O)cc1
    -8, -3
110. Cc1nc2cc(-c3ccccc3)[nH]n2c(=O)c1C
    -3, 4
111. Cc1cc(NCc2cccnc2)nc(N)n1
    nt, 8
112. Cc1ccc(S(=O)(=O)N2CCOCC2)c(C)c1C
    -6, -6
113. O=C(COc1cccc([N+](=O)[O-])c1)Nc1ccc(-c2nnc(-c3ccccc3)o2)cc1
    -5, 6
114. COC(=O)c1cc(OC)c(OC)cc1NC(=O)c1cc2cccc(OC)c2o1
    -13, -4
115. Cc1ccc(NC(=O)C2CC(=O)N(c3cccc(NC(=O)C(C)C)c3)C2)cc1Cl (stereo not drawn)
    -1, -3
116. Cc1ccc2oc(=O)c(C=C(O)c3cccs3)nc2c1
    3, 6
117. CC1CS(=O)(=O)N(c2cccc(C(=O)N3CCN(c4ccccc4F)CC3)c2)C1=O (stereo not drawn)
    5, -4
118. OC(COc1ccccc1)Cn1c(C2CC2)nc2ccccc21 (stereo not drawn)
    0, -2
119. CC(C)Oc1ccccc1CN1CCC(N(C)C)C(CO)C1 (stereo not drawn)
    -2, -8
120. CNC(=O)c1c(NC(=O)CCOc2ccccc2)sc2c1CCCC2
    4, -2
121. O=C(NCc1ccco1)C1CCCN(c2nnc3c(Cl)cccn23)C1 (stereo not drawn)
    13, 15
122. C[C@H](O)C(=O)C1=Nc2c(nc(N)[nH]c2=O)NC1
    nt, 16
123. Cc1ccc2oc(C(=O)N3CCCc4ccccc43)cc(=O)c2c1
    6, 3
124. CCN(Cc1nonc1C)C(=O)C(C)n1cc([N+](=O)[O-])cn1 (stereo not drawn)
    -4, nt

Exported in transposed form: 2 of the compounds above
81) O=C(O)CSC1CCCC1
82) CCOc1ccc(NC(=O)CCC(=O)Nc2ccc(OCC)cc2)cc1

entry no. | 81 | 82
mHTT CaM bind | 2 | -2
Pf apPOL inh | 0 | -5

Assay outcomes as filed in PubChem.
